Epigenetic reg: epigenetic control regulation, reporter derepression; Potency, µM (series often up to 53.9 µM), without a hit: at the highest dose GFP activation, most hits filed as activators; murine LDR cells, GFP reporter derepression, 30 h; AID 1865; actives 0.2% (n = 280,000); also: potency is read from the fitted curve at half-maximal effect; % of control where 0% means no effect; nearly all actives have a fitted effect of over 60% in size
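Murine LDR cells carrying a silenced, genomically integrated CMV-driven GFP reporter were exposed to compound for 30 hours at 37 C. After PBS washes, GFP-positive cells (20–120 um objects) were counted by laser-scanning microplate cytometry.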
CBFb RUNX1 block: CBF-beta/RUNX1 interaction disruption | 230,000 tested, under 10 active | AID 1477 | Potency, µM (doses to about 59.8 µM), for the others: at the highest dose activity, negative = inhibition, most hits filed as inhibitors | AlphaScreen CBFb-His/RUNX1-biotin binding, biochemical; also: % of control where 0% means no effect
Target sequence (Q01196 whole entry, looked up): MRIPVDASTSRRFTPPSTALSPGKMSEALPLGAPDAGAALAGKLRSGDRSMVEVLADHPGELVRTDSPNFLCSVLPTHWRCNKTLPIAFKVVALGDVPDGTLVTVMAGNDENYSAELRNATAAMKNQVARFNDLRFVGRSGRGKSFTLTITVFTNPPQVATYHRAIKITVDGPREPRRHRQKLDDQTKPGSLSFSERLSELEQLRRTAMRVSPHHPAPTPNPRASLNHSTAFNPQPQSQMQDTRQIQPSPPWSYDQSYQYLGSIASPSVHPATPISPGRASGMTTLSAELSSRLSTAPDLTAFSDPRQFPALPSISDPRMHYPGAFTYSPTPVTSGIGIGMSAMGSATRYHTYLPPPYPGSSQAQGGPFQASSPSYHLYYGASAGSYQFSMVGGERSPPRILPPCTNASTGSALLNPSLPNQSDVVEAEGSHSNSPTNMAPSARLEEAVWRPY
Target sequence (Q13951 whole entry, looked up): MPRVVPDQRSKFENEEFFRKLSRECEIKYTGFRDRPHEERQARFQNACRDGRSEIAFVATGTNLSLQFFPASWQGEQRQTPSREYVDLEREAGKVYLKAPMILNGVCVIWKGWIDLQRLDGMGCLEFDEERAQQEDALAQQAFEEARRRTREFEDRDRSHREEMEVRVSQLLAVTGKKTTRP
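CBF-beta (His) and RUNX1 (biotin), 30 nM each; 20 min preassociation; + compound, 15 min; + beads 50 ng each (Ni, streptavidin), 90 min; RT; AlphaScreen read.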
Luc counter: counter-screen: inhibitors of Kinase-Glo firefly luciferase; Q27757; Kinase-Glo luciferase, ATP luminescence, 8 min; Potency, µM (top dose mostly 38.3 µM), inactives show at the highest dose activity change, negative = inhibition, most hits filed as inhibitors; actives 0.28% (n = 200,000); also: potency is read from the fitted curve at half-maximal effect; % is scaled to controls: 0 for no effect and ±100 for the full control effect; nearly all actives have a fitted effect of over 60% in size
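Substrate mix (final 50 mM imidazole pH 7.2, 50 mM KCl, 7 mM MgCl2, 10 uM ATP, 0.01% Tween 20, 0.05% BSA) plus pin-tool compound, then Kinase-Glo detection mix; 8 min ambient, luminescence read.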
HttQ103 aggreg: inhibitors of mutant huntingtin aggregate formation in PC12 cells. Potency, µM (titrated, usually from 46.1 µM), without a hit: at the highest dose activity change, negative = inhibition, most hits filed as inhibitors. PC12 HttQ103-GFP aggregates, Acumen cytometry, 40 h. actives 1.1% (n = 220,000); also: potency is read from the fitted curve at half-maximal effect; % is scaled to controls: 0 for no effect and ±100 for the full control effect; nearly all actives have a fitted effect of over 60% in size
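Compounds (qHTS titration) were added to PC12 cells expressing an ecdysone-driven HTT exon 1 Q103–GFP fusion after induction with 100 nM tebufenozide. Aggregate formation was measured as GFP objects in cell lysates.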
IMPase Li cell: cell-permeable IMPase inhibitors with lithium potentiation. CHO-M1 cells, IP1 TR-FRET (IP-One), carbachol + lithium. Potency, µM (titrated, usually from 59.4 µM), without a hit: top-dose activity, negative = IMPase inhibition, most hits filed as inhibitors. actives 0.35% (n = 210,000);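 also: IP1 builds up when IMPase is blocked and the TR-FRET signal falls; potency is read from the fitted curve at half-maximal effect; plate controls were basal vehicle for no effect and high inhibitor control for full effect; nearly all actives have a fitted effect of over 50% in size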
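Readout is a homogeneous TR-FRET IP1 immunoassay (Ex 320, Em 665 and 620), where raised cytosolic IP1 lowers signal. Cells were CHO-M1 treated 30 min at 37C with test compounds plus a little lithium; AC50 values came from Hill-equation fitting.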
L3MBTL1 block: blocks human L3MBTL1; Q9Y468; AlphaScreen L3MBTL1–H3K9me1 peptide binding; Potency, µM (doses to about 57.1 µM), for inactives: at the highest dose activity, negative = inhibition, most hits filed as inhibitors; actives 0.66% (n = 230,000); also: potency is read from the fitted curve at half-maximal effect; % is scaled to controls: 0 for no effect and ±100 for the full control effect; nearly all actives have a fitted effect of over 60% in size
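AlphaScreen assay: L3MBTL1 (50 nM final) was preincubated 30 min at room temperature with biotinylated H3(1-15)K9me1 peptide (75 nM final), then 30 min with library compounds; streptavidin donor and nickel chelate acceptor beads (10 ug/mL final) added, 30 min dark.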
NPSR antagonist: neuropeptide S receptor (human) antagonism, cAMP. Q6W5P4. CHO-NPSR cells, cAMP TR-FRET, antagonist mode. Potency, µM (highest dose often 38.3 µM), for the others: at the highest dose activity change, negative = inhibition, usual class: inhibitors. actives 1% (n = 220,000). AID 1461; also: potency is read from the fitted curve at half-maximal effect; % is scaled to controls: 0 for no effect and ±100 for the full control effect; nearly all actives have a fitted effect of over 50% in size; many of its hits are not listed in these tables
Target sequence (Q6W5P4 whole entry, looked up): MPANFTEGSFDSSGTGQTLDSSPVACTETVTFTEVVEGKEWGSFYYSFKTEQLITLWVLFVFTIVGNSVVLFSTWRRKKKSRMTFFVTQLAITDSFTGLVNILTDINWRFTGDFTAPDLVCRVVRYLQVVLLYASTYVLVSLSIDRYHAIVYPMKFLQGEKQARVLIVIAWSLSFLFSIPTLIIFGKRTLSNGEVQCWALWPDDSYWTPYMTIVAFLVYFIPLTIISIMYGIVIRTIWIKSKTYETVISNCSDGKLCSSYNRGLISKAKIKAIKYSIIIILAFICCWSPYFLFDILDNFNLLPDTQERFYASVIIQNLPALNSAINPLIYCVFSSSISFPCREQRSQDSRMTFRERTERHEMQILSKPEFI
The depositor's hits bear a star; ? = inconclusive; . = no result given; & = joins results of further samples; [ ] = another dose, or the depositor's remark. Calls follow the shape of the dose curve; as a rule, active = well fitted curve in the direction sought with a large enough effect; inconclusive = small, poorly fitted or top-dose-only effect, or another doubt; inactive = no such curve, though single readings can be large; an effect the other way counts as inactive or inconclusive.

entry | Molecule | Epigenetic reg | CBFb RUNX1 block | Luc counter | HttQ103 aggreg | IMPase Li cell | L3MBTL1 block | NPSR antagonist
1 | NS(=O)(=O)c1ccc(NC(=O)COC(=O)c2cc3ccccc3oc2=O)cc1 | -0.3% | -1.4% | . | -3.5%[9.22 µM] | . | 4.0% | 2.9%[7.67 µM]
2 | O=C(OCn1nnc2ccccc2c1=O)C12CC3CC(CC(O)(C3)C1)C2 | 0.3% | 24.2% | 2.9% | 4.6% | 11.4% | 2.6% | -11.2%
3 | N=c1c2c(n(Cc3ccc(F)cc3)c3c1CCC3)CCCC2 | -1.5% | -3.8% | -3.3% | ? | 20.9% | -11.6% | 1.2%
4 | COc1ccc(CCNC(=O)C2CCCN(Cc3nc(-c4cccc(Cl)c4)oc3C)C2)cc1OC (stereo unspecified) | -2.3% | -0.7% | -1.9% | 7.9% | 18.4%[38.3 µM] | -4.4% | ?
5 | CCCCN(C)C(=O)C(Cc1ccccc1)NS(=O)(=O)c1ccc2c(c1)c(=O)n(C)c(=O)n2C (stereo unspecified) | -1.1%&0.4% | 0.0% | 1.8% | 9.6% | -2.6%[38.3 µM] | . | -27.6%[46.1 µM]
6 | CCOC(=O)c1cnc(Nc2ccccc2)nc1C(F)(F)F | -1.8% | 14.2% | . | -14.0%[9.22 µM] | . | . | -9.3%
7 | COCCNC(=O)c1cc(-c2ccccc2OC)on1 | 1.0% | -8.6% | 1.8% | -6.1% | 4.8%[38.3 µM] | -1.0% | 7.4%[46.1 µM]
8 | O=C(NC1CC2CCC1C2)C1COc2ccccc2O1 (stereo unspecified) | 0.0% | 4.3% | -1.7% | 5.8% | 0.4%[38.3 µM] | -14.6% | -12.3%[46.1 µM]
9 | C#CCOCCOCCOCCNc1nc(N2CCN(C(=O)[C@H]([C@@H](C)CC)n3cc([C@@H](N)Cc4ccc(O)cc4)nn3)CC2)nc(N2CCN(C(=O)[C@H]([C@@H](C)CC)n3cc([C@@H](N)CC(C)C)nn3)CC2)n1 | -0.1% | 10.3% | . | 0.6%[9.22 µM] | 8.2% | -10.2% | -24.7%
10 | CCOc1ccc(Cc2c(Cl)nc(SC)nc2N(C)C)cc1 | -3.2% | ? | -0.3% | ? | 13.7% | 42.1%[activator] | -34.1%
11 | CCOC(=O)c1cc(OC(=O)c2ccccc2OC)n(-c2ccccc2)n1 | 5.8%&-1.9% | -4.7% | -7.8% | -12.4% | 16.8%[38.3 µM] | . | -8.2%[46.1 µM]
12 | O=C(O)c1cccnc1SC1CC(=O)N(c2cccc(C(F)(F)F)c2)C1=O (stereo unspecified) | 1.3% | 14.8% | 3.4% | ? | 6.5%[38.3 µM] | 11.5% | -5.3%[46.1 µM]
13 | CC(C)Cn1c(CN2CCN(C(=O)c3ccco3)CC2)nc2c1c(=O)n(C)c(=O)n2C | 2.4% | -0.3% | 1.9% | -9.9% | 4.3% | -16.7% | 0.4%
14 | CN(CCCNC(=O)c1cc2c(=O)[nH]c3ccccc3c2n1C)Cc1ccccc1 | 1.1% | -1.7% | . | -3.2% | 11.8% | . | 15.6%
15 | COC(=O)N/N=C/c1cc(N=Nc2ccccc2Cl)ccc1O | 0.8% | -14.3% | . | -15.8%[9.22 µM] | . | -19.6% | 20.1%
16 | CC(=O)c1c(NCCc2ccccc2)nc(=S)n(-c2ccccc2)c1C | 3.4% | -3.5% | -3.8% | 9.0% | 8.4% | -21.5% | 2.1%
17 | O=C(c1cccc2ccccc12)C1CCCN(C(=O)CCN2CCCO2)C1 (stereo unspecified) | 2.7% | 13.2% | 0.9% | -1.7%[9.22 µM] | 0.6% | 6.6% | 11.5%
18 | CC(NC(=O)c1cccnc1)C(=O)N1CCCCC1 (stereo unspecified) | -1.1% | 2.4% | -1.1% | 0.5% | 4.2%[38.3 µM] | 9.1% | -3.6%[46.1 µM]
19 | CCCCN1C(=O)c2ccc(C(=O)Nc3cccnc3)cc2C1=O | 1.5% | 6.9% | 5.9% | -25.3% | 20.2%[38.3 µM] | -1.7% | -15.8%[46.1 µM]
20 | C=CCNC(=O)Nc1cc(Cl)ccc1OC | 2.5% | 12.6% | . | -13.7% | . | 4.8% | 2.9%
21 | CC(=O)Nc1ccc(S(=O)(=O)NC2(C(F)(F)F)N=C(c3ccccc3)NC2=O)cc1 (stereo unspecified) | -1.8% | 13.2% | 8.4% | 4.3% | -2.1% | 10.8% | -0.5%[46.1 µM]
22 | Cc1ccc(C)c(NC(=O)CCC(=O)N/N=C/c2ccc3c(c2)OCO3)c1 | -1.0% | -5.3% | -14.0% | -3.8%[9.22 µM] | 8.0% | -8.7% | -10.3%
23 | CN1CC(=O)N(C)c2nc(Br)n(C)c2C1=O | -1.0% | 3.5% | 0.7% | 19.9% | -3.1%[38.3 µM] | 4.6% | -6.5%[46.1 µM]
24 | CCN1CCCC1Cn1c(-c2ccccc2)nc2c(NC3CCCCC3)nc(C)nc21 (stereo unspecified) | 3.6% | 2.6% | -1.8% | . | 6.0% | . | .
25 | CCc1ccc(NCc2nc3ccccc3c(=O)[nH]2)cc1 | 0.8% | 6.9% | 3.7% | 14.3% | 24.9%[38.3 µM] | -1.4% | -1.9%[46.1 µM]
26 | CC(=O)c1ccc(N2CCCC2)c(F)c1 | 1.0% | 2.8% | -0.5% | 5.1% | 27.1%[38.3 µM] | . | 3.7%[46.1 µM]
27 | COC(=O)Cc1ccc(NC(=S)Nc2ccc(N3CCOCC3)cc2)cc1 | 0.0% | -8.9% | -0.4% | 0.0% | -4.0% | 0.9% | 3.1%
28 | CCn1cc(C(=O)O)c(=O)c2cc(F)c(N3CCN(C(=O)Nc4ccccc4)CC3)cc21 | 0.0% | 12.6% | -1.0% | ? | -14.0% | -2.3% | -3.5%[46.1 µM]
29 | CC(=O)N1CCN(CCN2C(C)=CC(=C(C#N)C#N)C=C2C)CC1 | -1.5% | 10.2% | 2.6% | 15.9% | 8.8% | -2.2% | 4.9%
30 | CCCOc1ccc(C2C(C(=O)c3ccc(C)o3)=C(O)C(=O)N2CCN2CCOCC2)cc1OC (stereo unspecified) | 3.4% | -0.3% | 1.0% | 30.7% | -16.8%[38.3 µM] | -1.2% | 2.3%[46.1 µM]

Later entries
Sequence of screens: Epigenetic reg, CBFb RUNX1 block, Luc counter, HttQ103 aggreg, IMPase Li cell, L3MBTL1 block, NPSR antagonist
#31 CC/C=C\C/C=C\C/C=C\C/C=C\C/C=C\C/C=C\CCC(=O)NCC(=O)O
 : -1.1%, -7.4%, 3.1%, ., 7.2%, ., .
#32 O=C(c1ccc(NS(=O)(=O)c2ccc3c(c2)OCCO3)cc1)N1CCCCC1
 : 0.1%, 6.1%, ., -12.8%[9.22 µM], ., 0.5%, -6.2%
#33 NCCc1nnc(SCc2c(F)cccc2Cl)o1
 : 5.6%, 2.2%, 5.3%, 19.0%[9.22 µM], 4.7%[38.3 µM], 1.7%, ?
#34 O=c1c2c(nc3cc(-c4ccc(Cl)cc4)[nH]n13)CCS2
 : 0.0%, -2.5%, -7.4%, -18.5%, -2.9%, 4.1%, -19.3%
#35 CCN(CCO)c1ccc(NC(=S)Nc2cccc(S(=O)(=O)N(C)C)c2)cc1
 : -0.1%, ?, 2.0%, 26.6%, 15.0%, ., -10.7%
#36 COc1ccc(-n2nnc3c(=O)n(CC(=O)N4CCCCC4)cnc32)cc1
 : 2.6%, 13.1%, -0.1%, -14.1%, 25.1%[38.3 µM], -0.6%, -8.9%[46.1 µM]
#37 CCCC(=O)Nc1nc(-c2ccc(OC)cc2)cs1
 : 0.1%, 6.6%, 17.1%, 13.3%, 27.6%[38.3 µM], ., -8.9%[46.1 µM]
#38 C=CCn1c(-c2cc(-c3ccccc3)sc2N)n[nH]c1=S
 : 2.2%, -11.3%, ., 8.1%[9.22 µM], ., -8.1%, 15.3%
#39 COc1ccc(CC2(CO)CCN(S(=O)(=O)c3sccc3C)CC2)cc1
 : ?, 5.1%, -1.0%, 10.6%[9.22 µM], 18.3%, 6.4%, 0.6%
#40 c1ccc(N2CCN(Cc3cn4ccccc4n3)CC2)cc1
 : -4.8%, -4.7%, -0.4%, 16.4%[9.22 µM], 10.1%, -6.0%, 1.5%
#41 O=C(CP(=O)(O)CC(=O)c1ccccc1)c1ccccc1
 : -2.5%, 6.7%, 2.2%, 33.5%, 7.6%, 8.6%, 15.9%
#42 CCOC(=O)c1cnc(SCC(=O)c2ccc3c(c2)OCCO3)nc1N
 : 4.0%, -2.6%, 21.5%, -31.1%, 33.9%[38.3 µM], ., -8.2%[46.1 µM]
#43 CC(=O)Oc1ccc2c(=O)c(/C=N/c3cc(=O)[nH]c(=S)[nH]3)coc2c1
 : -5.4%, 4.3%, ., 8.5%[9.22 µM], ., -13.1%, 23.1%
#44 Cc1ncc(CO)c2cc(S(=O)(=O)c3ccc(F)cc3)c(=O)oc12
 : -1.0%, -3.3%, 0.4%, -9.2%, 4.6%, ?, 1.1%[46.1 µM]
#45 C[C@](N)(C(=O)O)c1ccc(-c2nn[nH]n2)cc1
 : -1.1%, 2.8%[21.7 µM], 3.7%, ., 2.7%, ., .
#46 CCOc1nc(Nc2ccc(OC)c(Cl)c2)nc(OCC)n1
 : 4.9%, -0.6%, 6.2%, 10.6%[9.22 µM], 30.1%[activator][38.3 µM], ., -18.7%[46.1 µM]
#47 O=C(c1cccc([N+](=O)[O-])c1)N1CCN(c2ccccn2)CC1
 : -6.3%, ?, 1.9%, -9.3%, -10.5%, -4.3%, 10.3%
#48 Cc1ccc(S(=O)(=O)Cc2ccc(C(=O)N3CCN(c4ccc(F)cc4)CC3)o2)cc1
 : -1.0%, 0.7%, 1.2%, -10.3%, 1.1%[38.3 µM], ., -23.1%[46.1 µM]

4 structures already listed, sorted by heavy-atom count, ascending:
Sequence of screens: Epigenetic reg, CBFb RUNX1 block, Luc counter, HttQ103 aggreg, IMPase Li cell, L3MBTL1 block, NPSR antagonist
#45 C[C@](N)(C(=O)O)c1ccc(-c2nn[nH]n2)cc1
 : -1.1%, 2.8%[21.7 µM], 3.7%, ., 2.7%, ., .
#33 NCCc1nnc(SCc2c(F)cccc2Cl)o1
 : 5.6%, 2.2%, 5.3%, 19.0%[9.22 µM], 4.7%[38.3 µM], 1.7%, ?
#43 CC(=O)Oc1ccc2c(=O)c(/C=N/c3cc(=O)[nH]c(=S)[nH]3)coc2c1
 : -5.4%, 4.3%, ., 8.5%[9.22 µM], ., -13.1%, 23.1%
#31 CC/C=C\C/C=C\C/C=C\C/C=C\C/C=C\C/C=C\CCC(=O)NCC(=O)O
 : -1.1%, -7.4%, 3.1%, ., 7.2%, ., .

Bioassay records deposited in PubChem BioAssay by National Center for Advancing Translational Sciences (NCATS).

The list is partial; rates above refer to the full screens.
